# RAD54 branch = blocks human RAD54 Holliday junction branch migration; Q92698; FAM/BHQ fluorescence; inhibition, % at 10.4 µM; 360,000 tested, 0.14% active; AID 602329;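 active = mean normalized replicate activity at least 40 and at least half of replicates scoring 40 or more; inconclusive = only one of the two criteria met; inactive = mean below 40 and under half of replicates reaching 40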;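 note: 0% = median of neutral control wells and 100% = median of positive control wells; inhibitors cause a drop in the FAM fluorescence signal; in these data hits start at about 50%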
# Target sequence (Q92698 whole entry, looked up): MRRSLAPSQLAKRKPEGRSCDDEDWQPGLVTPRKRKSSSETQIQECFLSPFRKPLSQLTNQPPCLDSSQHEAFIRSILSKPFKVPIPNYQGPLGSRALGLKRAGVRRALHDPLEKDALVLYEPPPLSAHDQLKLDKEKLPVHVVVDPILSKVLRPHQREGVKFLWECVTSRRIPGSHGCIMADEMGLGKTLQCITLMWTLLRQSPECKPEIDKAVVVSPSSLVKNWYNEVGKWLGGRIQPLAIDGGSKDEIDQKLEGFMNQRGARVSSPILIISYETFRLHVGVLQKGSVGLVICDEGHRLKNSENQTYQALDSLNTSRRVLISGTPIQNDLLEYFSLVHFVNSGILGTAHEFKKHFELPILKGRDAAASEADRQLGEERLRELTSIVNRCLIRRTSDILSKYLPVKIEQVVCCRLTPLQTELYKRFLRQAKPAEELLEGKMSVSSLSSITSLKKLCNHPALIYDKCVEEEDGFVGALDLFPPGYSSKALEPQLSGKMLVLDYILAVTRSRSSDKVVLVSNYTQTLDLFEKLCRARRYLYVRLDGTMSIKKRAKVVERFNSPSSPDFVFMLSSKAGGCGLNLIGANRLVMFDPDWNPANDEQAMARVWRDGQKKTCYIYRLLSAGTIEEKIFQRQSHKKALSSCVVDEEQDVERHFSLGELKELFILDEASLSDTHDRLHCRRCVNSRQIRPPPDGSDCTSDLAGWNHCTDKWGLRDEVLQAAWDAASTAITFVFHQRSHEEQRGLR
# E-selectin induc = E-selectin induction on HUVECs | P16581 | HUVEC E-selectin immunofluorescence imaging; normalized: neutral wells 0, TNF-alpha wells 100 | activation, % at 7.58 µM | 260,000 tested, 0.37% active | AID 686992;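 active = mean E-selectin-positive cell signal at least 10% of the positive control, reached in at least 60% of replicates, without over 20% cell loss; inconclusive = no rule given, readout overlaps actives, possibly toxicity-flagged; inactive = the rest, including those meeting only one limit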;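 note: in these data hits start at about 27%; measured in HUVEC primary endothelial cells; signal is the percent of cells scored E-selectin positive by PE staining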
#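 Assay system: HUVEC, human umbilical vein endothelial cells / Amount: 3,000 HUVEC/well / Controls: TNF-alpha positive control, DMSO neutral control / Compound dosing: single concentration / Medium: EGM-2 over gelatin coat / Evaluation: percent E-selectin-positive cells / Signal: immunofluorescence imaging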
# XiGFP reactiv = reactivates the inactive X chromosome in mouse fibroblasts; XiGFP mouse fibroblasts, % GFP-positive cells imaging, 3 d; cells co-treated with 5-aza-dC sensitizer; scaled so ellipticine positive control = 100%; activation, % at 7.58 µM; 360,000 tested, 0.055% active; AID 743238;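 active = mean normalized replicate activation at least 10% and every replicate at or above 10%; inconclusive = only one of the two criteria met; inactive = mean below 10% and not all replicates reach 10%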;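 note: 0% = median of on-plate neutral control wells and 100% = ellipticine 6 µM median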
#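 Assay system – SV40-immortalized XiGFP fibroblast cells, line 68-5-11 · Buffer or medium – DMEM supplemented with 5-aza-dC as sensitizing agent · Dosing – one concentration, pinned · Benchmarks – positive control ellipticine, 6 µM final · Times – 3 days compound exposure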
# F508del corr = CFTR F508del correction in bronchial cells; CFBE cells, YFP halide quenching; stimulated with forskolin plus potentiator P3; % fluorescence drop versus neutral controls; activity (quench increase), % at 7.58 µM; 350,000 tested, 0.36% active;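 active = mean added fluorescence quench of at least 8% versus neutral control, with both replicates also reaching 8%; inconclusive = only one of the mean or replicate conditions met; inactive = mean below 8% and not both replicates reaching 8%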;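 note: cells transiently co-express mutant CFTR-F508del with the halide-sensitive YFP; corrector assay measuring rescue of mutant channel to the surface after 24 h compound exposure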
# CASP6 VEID inh = inhibitors of human caspase-6; 350,000 tested, 0.53% active; purified caspase-6, Z-VEID-R110 cleavage fluorescence; inhibition, % at 12.5 µM; P55212; AID 686996;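 active = mean inhibition across replicates at least about 35%, with every replicate also reaching that limit, limit read from the data; inconclusive = only one of the two criteria met; inactive = neither criterion met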;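 note: 0% = median of neutral control wells and 100% = no fluorescence left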
# Target sequence (P55212 24-179 limits assumed): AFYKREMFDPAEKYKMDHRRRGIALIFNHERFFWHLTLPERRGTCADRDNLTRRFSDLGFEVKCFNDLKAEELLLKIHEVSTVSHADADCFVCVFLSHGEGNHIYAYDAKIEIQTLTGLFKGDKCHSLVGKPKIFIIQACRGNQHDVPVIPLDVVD
# Target sequence (P55212 194-293 limits assumed): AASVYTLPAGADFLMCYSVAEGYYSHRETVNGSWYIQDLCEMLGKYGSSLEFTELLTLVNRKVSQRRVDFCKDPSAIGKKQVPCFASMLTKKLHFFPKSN
# INS-1E GSIS act = GLuc luminescence reporter in INS-1E cells, primary screen for activators of glucose-dependent secretion of insulin; INS-1E GLuc reporter insulin secretion, 2-3 h; 370,000 tested, 0.61% active; activation, % at 16.6 µM;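 active = lowest replicate activation of at least 40%, so every replicate reaches that level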;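 note: 0% = median of neutral control wells and 100% = median of IBMX positive control wells; some compounds called inactive have numbers as strong as hits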
# DENV2 CPE = DENV2-induced cell death inhibition | CPE inhibition, % at 9.99 µM | 350,000 tested, 1.7% active | DENV2-infected cells, cytopathic effect rescue, plate reader; in the data active = CPE inhibition above about 20%, passing the limit was not always enough; inconclusive = no clear call, values can overlap the other calls; tested in BHK-21 cells;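 note: 0% = median of neutral control wells and 100% = median of positive control wells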
# RAD52 anneal inh = RAD52 (human) annealing inhibition; P43351; recombinant RAD52 DNA annealing, FRET fluorescence; inhibition, % at 18.7 µM; 360,000 tested, 0.46% active;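 active = every replicate showing at least 50% inhibition; inconclusive = mean inhibition at least 50% but not in every replicate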
# * marks the source's active call; other numbers are inactive results; i = inactive; ? = inconclusive; / = no result given; & = joins results of further samples; ! = not active in a repeat. Not all compounds are listed (hit frequency here may not be typical).
SMILES,RAD54 branch,E-selectin induc,XiGFP reactiv,F508del corr,CASP6 VEID inh,INS-1E GSIS act,DENV2 CPE,RAD52 anneal inh
O=P(OCCCl)(OCCCl)OCCCl,/,/,/,-0.2,-2.8,-2.6,15.4,-2.9
CNC(=O)CSP(=S)(OC)OC,6.6,-0.1,-0.3,-1.1,-3.9,-0.5,0.3,4.0
COc1ccc(N=Cc2c(O)n(-c3ccc(C)cc3)c(=O)[nH]c2=O)cc1,/,/,0.0,0.8,0.2,-14.6,0.1,-150.0
COc1ccccc1OCC#CCN1CCOCC1,/,/,0.1,5.5,-1.8,0.9,0.5,-5.7
COc1cccc(N(C(C)=O)C2=NCCCS2)c1,-7.0,-0.1,0.0,-1.0,-1.8,9.9,-4.9,-9.6
O=C(c1ccc(F)cc1Cl)N1CCC2(CC1)OCCO2,-12.1,/,-0.1,-1.0,-1.8,-6.2,4.6,-4.8
COc1ccc(C(c2nnnn2-c2ccc3c(c2)OCCO3)N2CCC3(CC2)C(=O)NCN3c2ccccc2)cc1 (configuration not stated),-1.1,0.4,0.1,-6.7,5.0,4.6,-1.9,-14.7
Cn1c(=O)[nH]c2nncnc2c1=O,/,0.1,-0.2,-2.7,43.0*,12.2,-3.0,-8.7
COC(=O)[C@]12OC[C@]34C([C@@H](O)[C@@H]1O)[C@]1(C)CC(=O)C(O)=C(C)[C@@H]1C[C@H]3OC(=O)[C@H](O)[C@@H]24 (some centres not stated),6.7,-0.2,0.6,4.2,-3.2,-16.4,2.5,-11.8
COc1ccc(N2C(=O)/C(=C/c3ccc(OC)c(OC)c3)C(=O)NC2=S)cc1,-12.9,/,0.2,0.7,17.2,/,0.4,-141.9
COc1ccc(CN2Cc3cc(-c4ccc(OC)cc4)ccc3-n3nncc3C2)cc1,-4.3,-0.2,/,5.6,2.3,-10.1,-1.8,-7.3
COc1ccc(OCC(=O)N2CCN(Cc3nc4cc([N+](=O)[O-])ccc4n3C)CC2)cc1,/,/,0.1,-1.2,-1.3,-8.6,-7.4,-9.8
CC(=NCCc1ccccc1)c1c(O)[nH]c(=O)[nH]c1=O,/,-0.3,0.0,-3.5,1.3,/,8.0,4.0
COc1ccc(-c2nc3ccccc3c(=O)n2-c2ccc(OC)cc2)cc1,/,/,0.0,-0.7,-1.8,21.0,3.5,-5.9
CNCC(O)c1cc(OCc2ccccc2)c(OCc2ccccc2)cc1F (configuration not stated),-19.8,-0.1,0.0,-2.8,-5.9,-14.2,1.0,40.5
c1ccc(OCC2CO2)cc1 (configuration not stated),2.0,/,/,-0.8,-4.5,-0.5,-6.6,-7.7
Cn1cccc1CNCCc1ccc(F)cc1,-15.6,/,/,/,-8.7,-26.7,/,-9.1
COc1ccc(CN2C(=O)NC(=O)/C(=C\c3ccc(OC)c(OC)c3OC)C2=O)cc1,1.6,5.3,0.0,-1.1,4.5,-26.2,-5.6,-249.6
Cc1c(C=O)c2ccccc2n1Cc1ccccc1F,/,/,0.0,0.6,3.9,-4.0,-9.0,-33.6
CN(C)c1ccc(/C=C/c2cc[n+](C)c3ccccc23)cc1,/,109.5*,0.0&0.0,6.5&-2.7,-18.5&-28.3,-39.0,7.3&3.9,64.4*!
CCCCCn1cc(C(=O)C(=O)N2CCOCC2)c2ccccc21,-14.0,-0.2,0.0,1.4,-0.9,3.1,-6.4,-10.2
COC(=O)C1=C(c2ccc(S(C)(=O)=O)cc2)C[C@@H]2CC[C@H]1N2C(=O)N1CCCC1,3.7,0.0,0.0,3.8,-3.5,3.9,8.7,0.0
COC(=O)Cn1cc(C(=O)c2ccccc2F)c2ccccc21,-10.5,0.5,0.0,-2.2,-1.3,-4.0,-4.9,-3.4
FC(F)(F)c1cccc(NC2=NCCS2)c1,/,0.1,0.2,0.4,-3.4,/,2.8,-17.4
Cc1ccc(N2C(=O)CC(=O)NC2=O)cc1Cl,-14.6,/,0.0,0.7,3.5,-10.6,-1.5,-91.0
O=C(Cc1ccc(Cl)cc1)NCCN1CCN(C(=O)Cc2ccc(Cl)cc2)CC1,-3.6,0.5,0.4,-2.2,0.7,-11.5,7.8,-12.2
CC(C)(C)C(=O)O[C@H]1CC[C@@]2(C)C(=CC(=O)C3C2CC[C@]2(C)C(=O)[C@@H](F)CC32)C1 (some centres not stated),-1.0,-0.3,-0.1,4.9,0.1,5.1,1.1,-12.4
Cc1cc(N2CCNC[C@@H]2C)ccc1N1CCN[C@@H](C)C1,/,0.0,0.1,-1.8,-28.0,1.4,18.2,-41.8
Oc1cc(Cl)ccc1Oc1ccc(Cl)cc1Cl,-0.8,/,/,3.0,1.7,/,-10.6,0.9
O=[N+]([O-])c1ccc(N2CCCCCC2)c2nonc12,-496.0,0.2,0.2,3.3,0.1,-14.5,1.4,i
O=C(CCN1CC=C(c2ccccc2)CC1)NCc1ccccc1,1.0,0.0,0.1,0.1,-2.3,-4.7,9.8,-14.8
COc1ccc(CNCCc2ccc3c(c2)OCO3)cc1Br,3.7,0.0,-0.1,-0.9,-2.7,9.7,7.9,-7.8
COc1ccc(CC(=O)N(CCN(C)C)CC2CCCN(Cc3ccccc3F)C2)cc1 (configuration not stated),-12.5,-1.1,-0.1,0.4,-44.2,-5.4,26.6*,-17.0
C=C1[C@H]2C[C@H]3[C@H]4N5C[C@]6(C)CCC[C@]47[C@H]([C@H]2O)[C@]3(C[C@]5(O)[C@H]67)[C@@H]1O,11.7,/,/,-4.0,-2.8,1.8,?,-13.2
c1cc2c(cc1-c1ccc3c(c1)OCO3)CNCc1cnnn1-2,3.3,1.3,/,-1.7,-0.7,3.0,-6.8,-4.8
CN1CCN(C(=O)COc2ccc(S(=O)(=O)NC3CCCCC3)cc2Cl)CC1,5.1,/,0.2,-4.7,0.3,2.8,2.5,-14.8
CN1CN(c2cccc([N+](=O)[O-])c2)CN=C1N[N+](=O)[O-],/,-0.3,0.3,-1.2,-3.2,11.4,/,1.0
CCOC(=O)C(O)(c1ccc(NC(=S)NC(=O)c2ccc(Cl)cc2Cl)c(C)c1)C(F)(F)F (configuration not stated),-7.8,-0.5,0.0,2.4,-4.1,-8.9,5.8,-12.4
C=CCN1CC[C@]23c4c5ccc(O)c4OC2[C@H](O)CC[C@@]3(O)[C@H]1C5 (some centres not stated),-14.6,/,/,-0.3,6.8,-0.3,?,-10.0
Cn1c(O)c(C=NCCN2CCN(C(=O)Nc3ccccc3)CC2)c(=O)n(C)c1=O,1.5,/,-0.1,0.6,0.8,1.4,0.4,-23.8
Cc1ccc(C(O)(c2ccc(C)c(C)c2)C2CN3CCC2CC3)cc1C (configuration not stated),15.5,0.0,-0.1,0.0,-4.8,-39.8,6.0,25.9
CC(C)(C)C(=O)OCC12CCC(O1)C1(C)C(=O)OCC21 (configuration not stated),/,4.8,0.3,/,1.2,-0.4,12.8,-2.2
COc1cc(/C=C/c2nc3ccccc3c(=O)n2-c2ccc(O)cc2)ccc1O,-6.8,-0.2,0.2,-1.2,3.7,-13.7,-0.5,-24.8
Nc1ccncc1,-0.6,1.2,0.1,2.8,2.0,-0.3,-4.3,0.1
CCCCn1c(O)c(C(C)=Nc2c(C)n(C)n(-c3ccccc3)c2=O)c(=O)[nH]c1=O,5.5,/,/,/,-3.4,6.8,/,-7.6
CCN1CCN(C(=O)COc2ccc(S(=O)(=O)NC(C)C)cc2)CC1,8.6,/,/,2.2,-0.8,-3.7,2.5,-21.7
O=C(c1ccccc1)N1Cc2cc(Br)ccc2-n2nncc2C1,/,0.5,0.6,-2.4,-3.3,-20.6,4.6,0.8
O=c1[nH]c(=O)n(-c2cccc3ccccc23)c(O)c1/C=N/N1CCCCC1,-5.2,0.2,0.3,-0.8,2.0,-9.1,7.5,-17.9
O=C1NC(=O)C(CCc2ccncc2)(CCc2ccncc2)C(=O)N1C1CCCCC1,/,/,0.0,/,-0.4,0.6,1.7,-4.1
COc1cccc(-c2ccc([C@@H]3[C@@H](CO)N4CCCCN(C(=O)Cc5ccncc5)C[C@H]34)cc2)c1,-2.7,-0.1,0.1,0.0,0.7,3.2,-2.1,-45.9
# Later entries
SMILES,RAD54 branch,E-selectin induc,XiGFP reactiv,F508del corr,CASP6 VEID inh,INS-1E GSIS act,DENV2 CPE,RAD52 anneal inh
Cc1cc([P+](=O)O)c(C)n1-c1ccc(Br)cc1,-17.7,/,/,1.0,7.1,10.9,-2.6,-23.9
CN(C)CCSCc1nnc2n1-c1ccc(Cl)cc1C(c1ccccc1Cl)=NC2,/,/,0.0,2.3,-7.1,3.7,-3.7,-5.9
CC1CN=C(NC(C)c2ccccc2)S1 (configuration not stated),-2.4,/,0.0,-4.2,-3.1,-23.0,6.8,-12.8
COP(=O)(NC(=O)C(Cl)(Cl)Cl)OC,/,2.9,0.0,0.4,0.7,10.9,-4.1,-10.9
CCN(CC)C(=O)N[C@H]1C[C@@H]2c3cccc4[nH]cc(c34)C[C@H]2N(C)C1,17.3,0.0,-0.2,-0.6,2.1,-9.6,-4.9,-127.3
Cc1cc(C)n(-c2ccc(NN=C(C#N)C#N)cc2)n1,-4.5,2.5,0.4,2.7,2.3,-18.1,31.2*,-7.2
Cc1nc2ccc(N3CCN(C)CC3)cc2nc1C,/,0.1,0.0,1.9,-1.2,-10.4,4.5,0.2
COc1cccc(-c2ccc([C@H]3[C@H]4CN(C(=O)Cc5ccncc5)CCCCN4[C@H]3CO)cc2)c1,3.7,-0.1,0.1,-3.6,-0.5,18.1,9.1,-63.8
CNC(C)(C)Cc1ccccc1,9.3,-0.4,0.0,-0.4,-1.1,/,15.7,-11.0
COc1ccc2c(CN3CC=C(c4ccccc4)CC3)cc(=O)oc2c1,/,2.5,0.0,0.4,2.0,7.3,-4.3,-18.8
O=C(Nc1ccc(F)cc1)OC1CN2CCC1CC2 (configuration not stated),/,/,0.0,-0.7,-1.6,/,2.6,-4.8
O=C1Nc2ccccc2/C1=C/c1nc2ccccc2c(=O)n1-c1ccc(O)cc1,-2.2,-0.2,0.3,-2.2,4.4,17.8,-2.9,-15.1
CN1CCC(C)(O)C2CCCCC21 (configuration not stated),-14.4,-0.1,0.1,-0.2,0.1,-2.3,5.4,-9.0
Oc1ccc(Cl)c(Cl)c1Cl,-4.4,/,/,-1.8,-2.9,-17.1,9.6,-14.5
COC(=O)C1=C(c2ccc(F)cc2OCc2ccccc2)C[C@@H]2CC[C@H]1N2C(=O)NC1CCN(Cc2ccccc2)CC1,-2.9,-0.1,0.1,-4.1,1.5,-11.5,-1.8,-20.6
O=C(Nc1cccc(Br)c1)c1c(O)c2c(n(Cc3ccccc3)c1=O)CCCC2,5.3,0.7,0.0,0.0,0.7,17.9,-2.5,-9.7
COC(=O)C1=C(c2ccc(OC(F)(F)F)cc2)C[C@@H]2CC[C@H]1N2C(=O)NCCc1ccccc1,-10.2,-0.1,-0.3,1.1,-1.8,-29.7,-5.9,-6.4
O=C1C=C2C=C[C@H]3C[C@]2(O1)[C@@H]1CCCCN13,-25.5,0.0,0.0,-2.7,5.2,6.1,0.0,-7.6

# Assay outcomes: PubChem BioAssay, Broad Institute
